SUMO1-SIM PPI: modulators of human SUMO1-mediated protein-protein interactions | P63165 | inhibition, % at 20 µM | SUMO1 binding to a labelled peptide, TR-FRET, 1 h | actives 0.33% (n = 360,000); in the data active = inhibition above about 37%
LMPTP block: blocks human LMPTP phosphatase; actives 0.22% (n = 360,000); P24666; recombinant LMPTP-A, OMFP fluorogenic substrate, fluorescence intensity; inhibition, % at 20 µM;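 active = compounds that cut the enzyme signal by at least half of the control window in the single-dose screen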;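 also: plate controls were DMSO wells with enzyme plus substrate for no effect and substrate without enzyme for full effect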
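Test system: LMPTP-A, protein tyrosine phosphatase of low molecular weight; Input: 0.625 nM enzyme; Incubation: 50 min dark incubation at room temperature; Signal: endpoint fluorescence intensity from OMFP dephosphorylation; Read-out basis: % inhibition versus control wells.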
NadD block: inhibitors of Staphylococcus aureus NadD | inhibition, % at 20 µM | purified NadD enzyme, colorimetric absorbance read-out | actives 0.78% (n = 360,000); in the data active = inhibition above about 26%; also: some compounds past the cut are filed as inactive
Tb MetRS inh: blocks T. brucei methionyl-tRNA synthetase activity. purified T. brucei MetRS, ATP depletion, Kinase-Glo luminescence. inhibition, % at 11.9 µM. actives 0.4% (n = 360,000);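 active = inhibition above a per-plate cutoff of the control wells' mean inhibition plus 3 SD, cut at about 5.5% in these data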;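 also: 0% = DMSO wells median and 100% = median of wells with control inhibitor compound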
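Test system – parasite MetRS enzyme · Reagent – substrates ATP, L-methionine and bulk Escherichia coli tRNA · Doses – 11.9 µM compound single dose, 0.9% DMSO · Times – 15 min enzyme-compound preincubation, 2 h reaction, 10 min detection, 25 °C · Signal – Kinase-Glo luminescence, ATP depletion format · Controls – DMSO-only wells as low control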
Neddylation inh: cullin neddylation inhibition | P61081+Q13564 | actives 0.58% (n = 360,000) | AID 651699 | TR-FRET cullin neddylation, biochemical | calls only at 25 µM; in the data active = inhibition above about 36%
Scp-1 inhibitor: Scp-1 (human) phosphatase inhibition; Q9GZU7; inhibition, % at 20 µM; Recombinant Scp1, phosphopeptide, malachite green phosphate absorbance; actives 0.88% (n = 340,000);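 active = inhibition above about 50% at 20 µM, limit read from the data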;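 also: plate controls were DMSO wells with enzyme for no effect and wells lacking enzyme for full effect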
Target sequence (Q9GZU7 76-261 limits assumed): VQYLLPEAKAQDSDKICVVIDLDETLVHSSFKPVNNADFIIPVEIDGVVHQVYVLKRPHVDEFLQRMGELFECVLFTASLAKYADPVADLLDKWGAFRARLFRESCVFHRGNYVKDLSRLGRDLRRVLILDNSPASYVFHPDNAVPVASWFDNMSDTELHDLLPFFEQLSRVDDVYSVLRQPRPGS
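Material – SCP-1 phosphatase catalytic domain, residues 76-261 · Buffer or medium – Acidic Tris acetate buffer with magnesium and detergent · Also added – Phospho 17-mer peptide substrate · Compound – single 20 µM dose, 1% DMSO · Times – 45 min room-temperature reaction, 5 min colour, 30 min stabiliser · Technique – Phosphate-binding colour reagent, absorbance read at 630 nm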
SKN-1 inh: blocks SKN-1 activity in C. elegans; C. elegans VP596 Pgst-4::GFP/RFP ratio, acrylamide-induced, 24 h; inhibition, % at 21.8 µM; actives 0.49% (n = 360,000); AID 624304;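 active = interference check ratio from 0.5 to 1.5 plus GFP to RFP signal ratio inhibition reaching or exceeding a fixed threshold, cut at about 30% in these data, passing the limit was not always enough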; also: some compounds called inactive have numbers as strong as hits
DNMT1 block: inhibitors of human DNMT1; DNMT1 molecular beacon, Hinp1I cleavage, fluorescence; inhibition (reported as % activation of signal), % at 10 µM; actives 0.83% (n = 360,000); in the data active = inhibition above about 50%
NRP1-CendR mod: modulators of CendR peptide binding to human neuropilin-1; O14786; FAM-RPARPAR peptide binding to NRP-1, fluorescence polarization; inhibition, % at 25 µM; actives 0.85% (n = 360,000); AID 602438;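 active = inhibition or corrected inhibition above about 18%, plus a signal ratio from 0.5 to 1.5, limit read from the data, passing the limit was not always enough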; also: strong numbers were not always called active
Target sequence (O14786 whole entry, looked up): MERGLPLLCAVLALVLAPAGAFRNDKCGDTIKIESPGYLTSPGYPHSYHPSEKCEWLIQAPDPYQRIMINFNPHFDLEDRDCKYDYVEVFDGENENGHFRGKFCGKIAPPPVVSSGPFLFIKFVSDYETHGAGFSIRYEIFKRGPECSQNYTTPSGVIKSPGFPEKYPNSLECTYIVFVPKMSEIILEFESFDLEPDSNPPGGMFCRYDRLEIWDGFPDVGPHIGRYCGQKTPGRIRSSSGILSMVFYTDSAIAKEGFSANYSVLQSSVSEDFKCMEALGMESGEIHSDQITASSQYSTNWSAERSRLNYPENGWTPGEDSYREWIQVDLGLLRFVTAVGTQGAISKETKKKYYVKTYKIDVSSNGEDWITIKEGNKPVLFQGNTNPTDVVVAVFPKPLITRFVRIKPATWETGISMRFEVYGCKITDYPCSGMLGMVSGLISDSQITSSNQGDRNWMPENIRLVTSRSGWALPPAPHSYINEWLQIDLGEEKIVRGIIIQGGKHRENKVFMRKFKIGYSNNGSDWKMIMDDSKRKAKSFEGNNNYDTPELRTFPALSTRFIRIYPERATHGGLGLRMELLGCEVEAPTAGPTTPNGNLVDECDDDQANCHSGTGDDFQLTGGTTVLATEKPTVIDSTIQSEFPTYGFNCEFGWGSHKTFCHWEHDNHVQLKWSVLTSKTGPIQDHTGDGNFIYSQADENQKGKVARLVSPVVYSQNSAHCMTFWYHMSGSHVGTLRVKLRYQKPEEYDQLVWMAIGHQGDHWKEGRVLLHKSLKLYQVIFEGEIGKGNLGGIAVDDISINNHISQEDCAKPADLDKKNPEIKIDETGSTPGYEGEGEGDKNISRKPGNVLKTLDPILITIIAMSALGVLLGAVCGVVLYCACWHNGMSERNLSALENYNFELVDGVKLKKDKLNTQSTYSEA
STEP inh: STEP (human) phosphatase inhibition; P54829; recombinant STEP, OMFP fluorogenic substrate, fluorescence; actives 0.25% (n = 360,000); inhibition, % at 20 µM;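 active = inhibition at 20 µM, scaled per plate between control wells, above about 37%, limit read from the data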;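 also: 0% = DMSO with enzyme and substrate and 100% = substrate only without enzyme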
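medium = Bis-Tris buffer pH 6.0, 2.5 mM DTT, 0.005% Tween 20 | test system = STEP (striatal-enriched tyrosine phosphatase) enzyme, cell-free | measure = normalized % inhibition | compound dosing = 20 µM, 1% DMSO | also added = 25 µM OMFP | schedule = reaction 20 min, ambient temperature | measured by = fluorescence read at 480 nm ex / 540 nm em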
Starred values were filed as active, the others as inactive; i = inactive; . = no result given. The order is random; 4.6% or so of the library scored in one or more.

cpd | molecule | SUMO1-SIM PPI | LMPTP block | NadD block | Tb MetRS inh | Neddylation inh | Scp-1 inhibitor | SKN-1 inh | DNMT1 block | NRP1-CendR mod | STEP inh
1 | COc1ccc(C(=O)O/N=C(\N)Cc2cccs2)cc1OC | -2 | -0.4 | 2 | 0.0 | i | -6 | 3 | 0 | -1 | 0
2 | COc1ccc(N=C2C(=Nc3ccc(OC)cc3)N(c3ccccc3)C(=S)N2C(=O)c2ccc(Cl)cc2)cc1 | -4 | 4.1 | 4 | -0.4 | i | 0 | 21 | 2 | 2 | 3
3 | COCc1[nH]nc2c1C1(C(=O)Nc3ccc(F)cc31)C(C#N)=C(N)O2 (stereo unspecified) | 2 | -0.1 | -1 | 0.0 | i | 26 | 21 | 5 | -10 | 0
4 | CCOC(=O)c1ccc(NS(=O)(=O)c2cccc3nsnc23)cc1 | -14 | 0.0 | -3 | -2.0 | i | 0 | 4 | 3 | 2 | -2
5 | CN(CC(=O)NC(=O)NCc1ccccc1)CC(=O)Nc1ccc(Cl)c(Cl)c1 | 0 | 2.4 | -1 | 0.5 | i | -6 | 1 | -5 | -7 | -2
6 | O=C(CCc1ccccc1)NCCc1ccc(F)cc1 | -2 | -0.8 | 4 | -0.5 | i | -5 | -20 | -1 | 9 | 0
7 | O=C(Cn1cnc2ccccc2c1=O)N(Cc1ccco1)c1ccc(O)cc1 | 23 | -0.4 | 0 | -0.5 | i | 1 | 5 | 2 | -4 | 0
8 | Cc1ccccc1-n1ncc2c1CC(C)(C)CC2NC(=O)C1CCC1 (stereo unspecified) | 3 | -0.9 | -5 | -0.7 | i | -3 | -2 | 0 | 8 | 0
9 | O=C(NC1CCCc2ccccc21)c1ccccn1 (stereo unspecified) | -2 | 0.5 | 2 | -0.4 | i | -2 | 22 | 2 | -3 | 0
10 | CCn1cc(Cl)c(C(=O)Nc2ccccc2C(N)=O)n1 | -2 | -0.4 | 2 | 0.4 | i | 5 | 8 | 0 | 9 | 1
11 | COc1ccc(N2CCN(CCNC(=O)Nc3cc(Cl)ccc3OC)CC2)cc1 | 4 | -0.7 | -8 | -0.3 | i | -11 | 1 | 2 | 4 | 0
12 | C=C1C2=C(C(=O)N1OC)[C@@H](O)[C@@](C)(O)[C@@H](CCCCC)O2 | -1 | -0.3 | 1 | 0.3 | i | . | -1 | -6 | -17 | 1

4 compounds drawn at random from those above:
cpd | molecule | SUMO1-SIM PPI | LMPTP block | NadD block | Tb MetRS inh | Neddylation inh | Scp-1 inhibitor | SKN-1 inh | DNMT1 block | NRP1-CendR mod | STEP inh
10 | CCn1cc(Cl)c(C(=O)Nc2ccccc2C(N)=O)n1 | -2 | -0.4 | 2 | 0.4 | i | 5 | 8 | 0 | 9 | 1
11 | COc1ccc(N2CCN(CCNC(=O)Nc3cc(Cl)ccc3OC)CC2)cc1 | 4 | -0.7 | -8 | -0.3 | i | -11 | 1 | 2 | 4 | 0
7 | O=C(Cn1cnc2ccccc2c1=O)N(Cc1ccco1)c1ccc(O)cc1 | 23 | -0.4 | 0 | -0.5 | i | 1 | 5 | 2 | -4 | 0
2 | COc1ccc(N=C2C(=Nc3ccc(OC)cc3)N(c3ccccc3)C(=S)N2C(=O)c2ccc(Cl)cc2)cc1 | -4 | 4.1 | 4 | -0.4 | i | 0 | 21 | 2 | 2 | 3

Other entries follow.
cpd | molecule | SUMO1-SIM PPI | LMPTP block | NadD block | Tb MetRS inh | Neddylation inh | Scp-1 inhibitor | SKN-1 inh | DNMT1 block | NRP1-CendR mod | STEP inh
13 | CCCCCCCNC(=O)CN1C(=O)CSc2ccc(S(=O)(=O)N3CCOCC3)cc21 | 4 | 0.0 | -3 | 0.3 | i | -7 | 9 | 0 | -6 | 2
14 | Cc1c(NC(=O)c2c(O)c3ccccc3n(C)c2=O)c(=O)n(-c2ccccc2)n1C | 2 | -0.9 | 5 | -1.3 | i | 1 | 0 | 5 | 32* | 2
15 | Cc1oc(-c2ccccc2)cc1C(=O)Nc1ccc2ccccc2c1 | 4 | -1.1 | 2 | -1.9 | i | -5 | -11 | 2 | 14 | -2
16 | CCOc1ccc(NC(=O)NNC(=O)c2cc3ccccc3cc2O)cc1 | 4 | 2.9 | -6 | -0.6 | i | 44 | -18 | 8 | -15 | 6
17 | c1ccc2c(c1)nc(N1CCCCCC1)c1nncn12 | 0 | -0.6 | -5 | 0.0 | i | . | 16 | 4 | -1 | 0
18 | N#Cc1c(N)oc(-c2ccccc2)c1-c1ccccc1 | -11 | -0.1 | 1 | 0.1 | i | -6 | 18 | 10 | -1 | 0
19 | Nc1nnc(CCS(=O)(=O)c2ccc(Br)cc2)s1 | 1 | -0.1 | -1 | -0.5 | i | -1 | -2 | 0 | -12 | -3
20 | Cc1cc(C)c(-c2c(O)c3cnn(-c4ccccc4)c3[nH]c2=O)c(C)c1 | 0 | -2.0 | 3 | 0.3 | i | -16 | 12 | 1 | -18 | -1
21 | COc1cc(NC(=O)CNc2ccc(Cl)c(S(=O)(=O)N3CCOCC3)c2)cc(OC)c1 | -11 | -0.2 | 1 | 0.2 | i | -8 | 14 | -5 | 13 | 0
22 | O=C(Nc1ccnn1C1CCN(C(=O)c2cccc(Cl)c2)CC1)C1CC1 | -2 | -0.8 | 2 | -0.4 | i | 0 | 23 | 2 | 14 | 1
23 | O=C1CCCN1c1ccc(S(=O)(=O)NCCOc2ccccc2)cc1 | -2 | -2.1 | -3 | -1.4 | i | 9 | -34 | 0 | 5 | 0
24 | Cc1cc(OCC(=O)NNC(=O)c2cccc(F)c2)ccc1Cl | 4 | -2.8 | 1 | 0.1 | i | 3 | 12 | 8 | 6 | -4
25 | COC(=O)C1=C(C(=O)OC)SC2(S1)C(C(=O)OC)=C(C(=O)OC)SC1=C2c2cc(C)cc(C)c2NC1(C)C | -4 | 0.7 | 10 | 0.0 | i | -6 | 1 | -3 | -2 | 2
26 | COc1ccc(CC(NC(C)=O)C(=O)NC2CCN(C(=O)c3ccc([N+](=O)[O-])cc3)CC2)cc1OC (stereo unspecified) | -19 | -0.4 | -7 | 0.3 | i | -5 | 1 | 5 | -5 | 1
27 | Cn1nnnc1SCCNS(=O)(=O)c1ccccc1 | -1 | -0.6 | -3 | -0.9 | i | -9 | -6 | 3 | 2 | 2
28 | CCn1cc(C(=O)NP(=O)(Nc2ccc(C)cc2)Nc2ccc(C)cc2)c2ccccc21 | 5 | -1.4 | -3 | -0.2 | i | -17 | -3 | 8 | 0 | 4
29 | COCCCn1c(=O)/c(=C\c2ccccc2OC(C)C)s/c1=C(/C#N)C(=O)Nc1ccc(C(=O)O)cc1 | -14 | 3.1 | 28 | -0.2 | i | 21 | 5 | -5 | 133 | -6
30 | CCN(CC)CCNc1ccc(Cl)cc1[N+](=O)[O-] | -26 | -0.1 | 7 | -0.3 | i | 0 | -12 | 6 | -31 | 0
31 | COc1ccc(OC)c(/C=N/NC(=O)CCc2c(C)n[nH]c2C)c1 | -14 | -0.8 | -5 | -0.2 | . | -7 | -1 | 1 | 13 | -2
32 | Cc1ccc(C)c(S(=O)(=O)N/N=C/c2ccc(C(=O)O)cc2)c1 | 3 | -1.2 | 1 | -0.7 | i | -4 | 15 | 0 | 7 | 0
33 | CCOC(=O)COc1c(-c2ccc(OC)cc2)oc2ccccc2c1=O | -7 | 1.3 | -2 | 0.1 | . | -7 | -7 | -10 | -8 | 4
34 | COC(=O)C1=C(CSc2nnnn2C)NC(=O)NC1c1cc(C)ccc1C (stereo unspecified) | -2 | -0.4 | 1 | -0.4 | i | 5 | 13 | 1 | -5 | 0
35 | O=C(O)COc1ccc(Nc2ccccc2)cc1 | -2 | -0.5 | -6 | -0.4 | i | -5 | 10 | -26 | 5 | -1
36 | S=c1[nH]nc(Cn2nnc3ccccc32)n1-c1ccc(Cl)cc1 | 2 | -1.6 | -7 | -0.7 | i | 1 | -4 | 1 | -6 | 1
37 | O=C(COc1ccccc1)Nc1sc2c(c1C(=O)NCc1cccnc1)CCCC2 | -4 | 51* | 3 | -1.0 | i | 7 | 8 | 30 | -20 | 4
38 | Cc1ccc2nc(C(C)(C)C)c(Cc3cccc(Cl)c3)n2c1 | 5 | 0.0 | -2 | 0.0 | i | . | -5 | 11 | 6 | 3
39 | COc1cccc2c(=O)n(CC(=O)Nc3ccc(F)cc3F)ccc12 | -2 | -2.0 | -3 | -0.8 | i | -9 | 9 | -3 | -3 | 3
40 | Cc1ccc(C)c(S(=O)(=O)N2CCN(C(=O)[C@H](Cc3ccccc3)NC(=O)c3ccco3)CC2)c1 | 0 | -2.0 | -3 | -0.3 | i | -18 | 6 | 5 | 2 | -2
41 | CCOc1ccc(NC(=O)C(=O)N/N=C/c2ccccc2F)cc1 | -5 | -1.1 | -1 | -0.2 | i | -3 | 5 | 22 | 0 | 0
42 | CN(CC(=O)Nc1cccc(F)c1)C(=O)c1ccc2c(c1)NC(=O)CS2 | 3 | -1.6 | 0 | 3.5 | i | 1 | 13 | 1 | -5 | 0
43 | Cc1cc(C)cc(NC(=S)NC2CC3CCCC(C2)N3CC(C)C)c1 (stereo unspecified) | 5 | -0.9 | -1 | -0.3 | i | -1 | 0 | 1 | -7 | 1
44 | N#CCO/N=C/C(=O)Nc1ccc(F)cc1F | 9 | -2.1 | -3 | 1.8 | i | -4 | 5 | 3 | 7 | 1
45 | O=C(Nc1ccc(-c2nc3cccnc3s2)cc1)c1cccnc1Cl | -22 | 0.2 | -10 | 0.3 | i | -12 | -5 | -7 | -2 | 0
46 | CN(CC(=O)Nc1ccccc1Br)C(=O)CN(C)C1CCCCC1 | 2 | -1.7 | 1 | -0.2 | i | -10 | -1 | 4 | -13 | 0
47 | COc1cc(OC)c(OC)cc1/C=N/NC(=O)c1cc(-c2cccn2C)n[nH]1 | 3 | 2.0 | 3 | 0.0 | . | -4 | 13 | -10 | -7 | -1
48 | CC1(NC(=O)CC(c2ccccc2)(c2ccccc2)c2ccccc2)CCN(CCCc2ccccc2)C1=O (stereo unspecified) | 4 | 10 | -2 | -0.3 | i | -14 | 25 | -11 | 10 | 4
49 | COCCCN1CN(Cc2ccco2)CNC1=S | 2 | -2.7 | 0 | 0.7 | i | -17 | 22 | 1 | -13 | -3
50 | CCOC(=O)c1c(C)[nH]c(C(=O)COC(=O)c2ccco2)c1C | -7 | 0.2 | -3 | -0.4 | i | 30 | 20 | -3 | -12 | 0
51 | CCC(C)(C)NC(=O)C(c1ccccc1F)N(Cc1ccco1)C(=O)c1csnn1 (stereo unspecified) | 1 | -0.9 | -3 | -0.8 | i | -1 | -9 | 9 | -7 | -3
52 | Cc1ccc(C)c(SCC(=O)OCC(=O)Nc2ccc(S(=O)(=O)N3CCOCC3)cc2)c1 | 1 | 0.3 | -6 | -0.7 | i | -10 | 9 | -5 | -2 | -5
53 | C=C(C)Cn1c(C)cc(C)c(S(=O)(=O)c2cccc(C)c2)c1=O | -6 | 0.9 | -5 | -0.9 | i | -3 | 6 | 4 | -5 | 1

Bioassay records: PubChem, several laboratories
